NPR2 activator: GC-B (human) receptor activation; HEK293-GC-B cells, CNP EC30, cGMP TR-FRET; 0% at EC30 CNP, 100% saturating CNP; activation, % at 10 µM; 370,000 tested, 0.11% active; AID 1920062;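 active = activation at 10 µM reaching about 35% in either raw or pattern-adjusted values, limit read from the data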
TCR CD3 inh: blocks the human TCR-CD3 interaction; TAMRA-labeled TCR probe fluorescence, biochemical; inhibition, % at 9.4 µM; 360,000 tested, 0.37% active; AID 651800; in the data active = inhibition above about 19%;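 note: recombinant mutant TCR 2C K166C tagged with TAMRA read by polarization; 0% = receptor in buffer alone and 100% = receptor with positive control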
UHRF1 MBD2 ctr: UHRF1 methyl-DNA binding inhibition; Q96T88; UHRF1 binding to methylated oligo, TR-FRET; inhibition, % at 4.4 µM; 370,000 tested, 0.75% active; AID 687016; in the data active = inhibition above about 21%;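 note: UHRF1 SRA domain binding a hemimethylated CpG hairpin DNA probe; 0% = median of test compound wells and 100% = reference inhibitor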
ABHD4 inh: inhibits mouse alpha/beta hydrolase domain 4 | Q8VD66 | purified mABHD4, FP-Rh probe fluorescence polarization | inhibition, % at 8.92 µM | 370,000 tested, 0.54% active | AID 720543;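 active = inhibition exceeding the mean over every tested compound plus 3 SD, cut at about 30% in these data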;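 note: 0% = plate median of compound wells and 100% = S159A mutant with DMSO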
Target sequence (Q8VD66 whole entry, looked up, the tested form may be a part): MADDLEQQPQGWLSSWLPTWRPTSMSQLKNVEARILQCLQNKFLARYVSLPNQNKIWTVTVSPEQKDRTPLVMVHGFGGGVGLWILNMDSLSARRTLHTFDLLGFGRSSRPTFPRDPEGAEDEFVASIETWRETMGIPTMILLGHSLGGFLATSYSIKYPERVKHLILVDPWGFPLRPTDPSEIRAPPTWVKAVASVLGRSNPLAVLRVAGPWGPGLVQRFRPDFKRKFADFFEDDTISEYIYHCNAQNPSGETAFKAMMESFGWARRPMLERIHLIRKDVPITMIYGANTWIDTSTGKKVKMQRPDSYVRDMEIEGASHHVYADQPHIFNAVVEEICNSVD
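Test system: mABHD4 protein; Read-out basis: % inhibition; Incubation: 45 min + 60 min at 25 °C; Repeats: single replicate; Technique: fluorescence polarization with parallel and perpendicular emission, 525/598 nm; Compound: 8.92 µM, single dose; Benchmarks: full inhibition S159A mutant plus DMSO, zero as sample-well median.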
HTRA1 inh: inhibitors of human serine peptidase HTRA1 | recombinant HTRA1, FP-rhodamine activity-based probe, fluorescence polarization | 340,000 tested, 0.5% active | inhibition, % at 5.96 µM | Q92743; in the data active = inhibition above about 36%;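 note: 0% = enzyme with DMSO and 100% = wells lacking enzyme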
rCAG RNA binder: molecules binding r(CAG) RNA repeats; inhibition, % at 3 µM; AID 651821; r(CAG) RNA repeat, TO-PRO-1 dye displacement fluorescence; 370,000 tested, 1.3% active;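 active = inhibition above the plate cutoff, the mean of all test compounds on that plate plus 3 SD, cut at about 35% in these data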;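 note: 0% = DMSO alone and 100% = 100 µM mitoxantrone as full dye displacement; higher means more dye released from RNA so lower well fluorescence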
GC-A act: GC-A (human) enzyme activation; HEK293 GC-A cells, cGMP TR-FRET, EC30 ANP; 0% at EC30 ANP, 100% saturating ANP; activation, % at 10 µM; 370,000 tested, 0.14% active; in the data active = activation above about 40%
PRMT1 FP inh: inhibitors of human PRMT1 | Q99873 | recombinant PRMT1, activity-based probe fluorescence polarization | inhibition, % at 2.79 µM | 370,000 tested, 1.3% active;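 active = inhibition above about 21% made by adding two undisclosed values, limit read from the data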
Target sequence (Q99873 whole entry, looked up): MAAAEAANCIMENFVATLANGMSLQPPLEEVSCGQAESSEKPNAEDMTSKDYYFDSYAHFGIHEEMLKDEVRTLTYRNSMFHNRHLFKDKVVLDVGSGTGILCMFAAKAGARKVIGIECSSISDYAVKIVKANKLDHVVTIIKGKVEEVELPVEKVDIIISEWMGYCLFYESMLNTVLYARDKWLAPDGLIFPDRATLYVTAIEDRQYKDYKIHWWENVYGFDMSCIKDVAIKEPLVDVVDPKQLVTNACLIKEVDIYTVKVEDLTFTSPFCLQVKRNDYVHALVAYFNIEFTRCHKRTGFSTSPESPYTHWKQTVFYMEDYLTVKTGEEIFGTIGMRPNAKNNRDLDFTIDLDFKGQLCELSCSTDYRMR
MBD2 DNA inh: inhibitors of human MBD2 binding to methylated oligonucleotide; TR-FRET; inhibition, % at 4.4 µM; 370,000 tested, 0.31% active; AID 686964; in the data active = inhibition above about 13%
SIAE inh: blocks human sialic acid acetylesterase. Q9HAT2. SIAE FP-Rh probe binding, fluorescence polarization. inhibition, % at 9.66 µM. 370,000 tested, 0.69% active;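 active = inhibition above a cutoff: mean of compounds within the control limits plus 3 SD of those, cut at about 17% in these data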;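 note: 0% = plate median of compound wells and 100% = probe without SIAE protein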
Starred values were filed as active, the others as inactive; / = not tested or not shown. Only part of the results is shown; the hit share may differ from the screen's.

SMILES | NPR2 activator | TCR CD3 inh | UHRF1 MBD2 ctr | ABHD4 inh | HTRA1 inh | rCAG RNA binder | GC-A act | PRMT1 FP inh | MBD2 DNA inh | SIAE inh
O=C(Cc1ccc(Cl)cc1)NCCS(=O)(=O)N1CCN(c2ccccc2)CC1 | -0.7 | -2.5 | -1.7 | 0.4 | 3.3 | -4.3 | -0.4 | -0.6 | 0.9 | 5.9
COc1cccc(CN(C)CC(=O)Nc2sc3c(c2C#N)CCC3)c1OC | -2.0 | -4.8 | 2.3 | -2.5 | 0.8 | -1.1 | -0.7 | -1.3 | 0.7 | -4.7
C[C@@H](c1ccccc1)N1C[C@H](COCc2ccccc2)Oc2cc(N3CC[C@@H](N(C)C)C3)ccc2S1(=O)=O | -3.4 | -1.3 | -0.2 | 16.7 | / | 4.2 | -2.0 | -3.0 | 4.6 | 4.7
O=C(Nc1ccnn1C1CCN(Cc2ccc3nonc3c2)CC1)c1cccc(F)c1 | 2.6 | 2.8 | -1.7 | -0.9 | 8.6 | 0.5 | 0.5 | -0.5 | 4.6 | -2.4
c1coc(C2=NCCc3ccccc32)c1 | 3.8 | 8.0 | -4.0 | 7.1 | 7.8 | -1.9 | 1.5 | -5.5 | -6.0 | 13.7
COc1cccc(N2CCN(c3ccc(S(=O)(=O)N4CCCC4)cc3)CC2)c1 | -2.5 | 2.8 | 2.4 | -1.0 | -2.4 | 4.9 | 3.4 | -0.2 | 0.8 | -2.0
CCN(CC)CCn1cnc2c([nH]c3cccc(OC)c32)c1=O | -2.5 | 9.5 | 7.4 | 11.3 | -2.2 | -2.2 | 2.2 | -1.5 | 5.8 | 2.3
COc1ccc(OC)c(S(=O)(=O)N2CCC(C(=O)N3CCCCCC3)CC2)c1 | 1.2 | -1.9 | 0.8 | -1.6 | -3.0 | -2.9 | 2.3 | 1.4 | 2.0 | -2.1
O=C(CCC(=O)N(CC(=O)NC1CCCCC1)Cc1ccccc1)Nc1nccs1 | -0.6 | -4.3 | -1.0 | 0.8 | 3.4 | -2.5 | 0.4 | 0.4 | 1.6 | 8.2
COC(=O)c1cccc(NC(=O)CN2CCOCC2)c1 | 3.2 | -5.4 | 2.4 | 4.0 | 7.5 | 1.3 | 4.3 | 3.7 | 1.6 | -0.7

Overlap with the part before: 2 entries; new compounds follow.
SMILES | NPR2 activator | TCR CD3 inh | UHRF1 MBD2 ctr | ABHD4 inh | HTRA1 inh | rCAG RNA binder | GC-A act | PRMT1 FP inh | MBD2 DNA inh | SIAE inh
O=C(CCC(=O)N(CC(=O)NC1CCCCC1)Cc1ccccc1)Nc1nccs1 | -0.6 | -4.3 | -1.0 | 0.8 | 3.4 | -2.5 | 0.4 | 0.4 | 1.6 | 8.2
COC(=O)c1cccc(NC(=O)CN2CCOCC2)c1 | 3.2 | -5.4 | 2.4 | 4.0 | 7.5 | 1.3 | 4.3 | 3.7 | 1.6 | -0.7
COc1ccc(-n2ccnc2SCC(=O)Nc2ccc(OC)cc2OC)cc1 | -0.3 | -0.9 | 0.5 | -1.2 | -2.0 | -10.1 | -2.5 | -0.1 | 0.7 | -3.4
CN1CCCN(C(=O)CNC(=O)c2ccc(Cl)cc2Cl)CC1 | 1.1 | 6.0 | 2.3 | -4.5 | 4.0 | 6.1 | 1.3 | 0.8 | -3.7 | -6.2
COc1cccc(/C=C/C(=C2/C(=O)N(c3ccccc3)N=C2C)c2ccccc2)c1OC | -1.8 | -4.4 | 0.5 | 4.0 | 8.0 | -2.4 | -0.2 | 0.7 | -5.1 | 1.2
O=C(CSc1ncnc2scc(-c3ccccc3)c12)NCc1ccc2c(c1)OCO2 | 2.2 | 5.1 | -0.9 | -6.4 | -19.3 | 3.3 | 2.8 | 1.6 | 0.2 | -7.5
O=C(COC(=O)[C@@H]1CC(O)CN1S(=O)(=O)c1ccc2c(c1)OCCO2)NCc1ccc(F)cc1 (some centres undefined) | 1.6 | -3.7 | 13.3 | -13.3 | -9.2 | 2.6 | 0.1 | 8.0 | 7.3 | -3.6
COCCNC(=O)C(c1ccncc1)N(C(=O)Cn1nnc2ccccc21)c1ccc(OC)cc1 (centres undefined) | -1.2 | 3.5 | 3.5 | 1.3 | 10.7 | 2.6 | 0.3 | -2.7 | -5.6 | 8.4
O=C(/C=C/c1ccco1)Nc1cccnc1 | 1.9 | -2.3 | -4.1 | 0.9 | 3.8 | 2.7 | 3.9 | 11.1 | -1.9 | 4.0
Cc1c(Cl)cccc1Nc1nc(N)nc(CN2CCCCCC2)n1 | -1.6 | 9.5 | -1.2 | 9.0 | -8.1 | 0.2 | 1.0 | -1.5 | -6.0 | -4.1
S=C(Nc1ccc(Cl)c(Cl)c1)NN1CCOCC1 | 6.2 | 5.8 | 0.0 | 6.8 | 1.9 | -3.4 | 3.6 | -1.1 | 0.6 | 2.8
COc1ccc(-n2ccnc2CN2CCN(C3CCCC3)C(CCO)C2)cc1 (centres undefined) | -2.7 | 1.5 | -2.5 | -3.4 | 3.4 | -4.2 | -4.9 | -3.3 | -2.3 | 10.6
CC1CCCC(NC(=O)CSc2nnc(-c3cccnc3)n2N)C1C (centres undefined) | -1.4 | 1.8 | -0.1 | 2.0 | -2.0 | 7.7 | -0.4 | 1.4 | -0.3 | 5.5
Cc1onc(-c2ccccc2)c1C(=O)Nc1c(C)n(C)n(-c2ccccc2)c1=O | 7.1 | -4.7 | 4.2 | -8.2 | -4.0 | 0.7 | 8.6 | 0.8 | 4.1 | -4.0
Cc1ccc(S(=O)(=O)N2CCCCC2)cc1NC(=O)Cn1cc(C(F)(F)F)ccc1=O | 6.1 | 9.0 | -1.4 | 1.9 | -0.5 | 4.3 | 3.3 | -0.7 | -0.1 | 2.0
CCN(CC(=O)Nc1ccc(OC)cc1)C(=O)CCc1nc2ccccc2c(=O)[nH]1 | 3.6 | -5.6 | 6.7 | -8.7 | 2.2 | 3.8 | 0.8 | 8.3 | 7.6 | -6.1
Cn1ccc2c(N3CCCCCC3)cc3c(c21)C1CCC3C1 (centres undefined) | 4.6 | -7.6 | -6.4 | 4.8 | / | 5.8 | -4.1 | 3.6 | -2.2 | 2.0
CCn1nnc(-c2ccccc2NC(=O)c2ccc(-n3cnnn3)cc2)n1 | 5.2 | 4.3 | -2.6 | -12.3 | -1.6 | 2.0 | 2.0 | 1.2 | -1.1 | -4.7
Cc1cc(C)c(S(=O)(=O)c2cccc(C(F)(F)F)c2)c(=O)[nH]1 | -2.6 | 3.8 | 1.3 | 3.5 | 11.8 | 0.9 | 3.6 | 0.0 | -3.6 | 3.0
COc1ccc2[nH]cc(CCNC(=O)Cc3ccc(Br)cc3)c2c1 | -2.5 | 0.5 | 2.2 | -0.2 | -7.6 | 1.2 | -13.2 | -2.8 | -1.6 | 2.3
NC(=O)c1nc(-c2ccco2)nc2c1[nH]c(=O)n2-c1ccc(Cl)c(Cl)c1 | -2.9 | -3.7 | -0.6 | 0.0 | -2.3 | 3.6 | -1.4 | 1.6 | 1.9 | 6.0
CC(=O)c1cccc(CN2CCN(CCc3ccccc3)C(CCO)C2)c1 (centres undefined) | 6.1 | -4.1 | 6.3 | -3.9 | 5.0 | -4.9 | 1.5 | -1.6 | 1.8 | 1.4
Cc1cc(C)c(C#N)c(N2CCN(c3ccccc3F)CC2)n1 | 1.4 | -0.7 | -0.9 | -3.5 | -8.1 | -6.3 | -9.1 | -3.8 | 3.9 | 2.8
CCOC(=O)[C@]12CCCC=C1N(Cc1ccc(Cl)cc1Cl)C(=O)[C@H](CC(=O)NCc1ccc(C)o1)C2 | -4.1 | 4.7 | 0.6 | -11.8 | / | 5.5 | -3.5 | 2.0 | -3.3 | -7.3
CN(C)S(=O)(=O)c1cc(NC(=O)CN2CCN(c3ccc(O)cc3)CC2)ccc1Cl | 3.8 | 1.4 | -1.3 | 3.5 | 2.4 | 3.6 | 0.4 | 4.1 | -4.6 | 2.6
O=C(CSCc1ccccc1F)NCc1ccc(F)cc1 | -0.7 | 1.6 | -1.3 | 6.6 | 3.5 | -5.9 | -3.1 | 4.2 | 4.9 | -1.4
CC1CCCC(C)N1NC(=O)Cc1ccccc1 (centres undefined) | -4.1 | -11.3 | 3.8 | 0.3 | 0.2 | 1.3 | 0.9 | -3.3 | -4.1 | 0.0
CC(=O)NC(CC(=O)NC1CCCCCC1)c1ccccc1 (centres undefined) | 0.0 | -2.0 | 3.8 | -2.4 | -3.6 | 0.3 | 3.0 | -0.8 | -1.0 | -0.1
CCC(C)N(C(=O)CSc1nnc(COc2ccccc2F)n1N)C1CCS(=O)(=O)C1 (centres undefined) | 7.5 | -3.8 | -2.4 | 2.2 | 5.3 | -2.0 | 0.8 | -3.0 | -4.9 | 5.7
C/C(=N\Nc1nc(C)cc(-c2ccccc2)n1)c1ccc(C)o1 | 1.4 | 5.8 | -4.3 | 7.8 | -18.3 | -3.1 | 1.4 | -2.1 | -0.8 | -0.8
COc1ccc(NC(=O)c2ccc(NS(=O)(=O)c3c(C)noc3C)cc2)cc1OC | 4.8 | 4.4 | 2.9 | 6.9 | 2.2 | 7.4 | 0.7 | -0.3 | 4.1 | 11.2
Cc1cc(C(=O)Nc2cccc3c2O[C@H](CN(C)CC2CC2)[C@@H](C)CN([C@H](C)CO)C3=O)n(C)n1 | 4.5 | 3.5 | -4.8 | 5.2 | -4.3 | -10.3 | 0.3 | -1.4 | 1.1 | 9.8
Cc1ccccc1Nc1c(-c2ccc(N3CCOCC3)cc2)nc2cnccn12 | -0.9 | 6.5 | -0.8 | 3.3 | 4.5 | -4.3 | 10.2 | -0.8 | 0.8 | 3.2
CCCc1cc(=O)oc2cc(C)cc(OCC(=O)NCC(O)c3ccccc3)c12 (centres undefined) | -7.3 | -4.6 | 3.0 | -10.2 | -6.4 | -5.0 | -16.4 | 0.3 | 8.6 | 4.9
COCCCNC(=S)N1CCC(C(=O)c2ccc3c(c2)OCCO3)CC1 | 1.8 | -3.5 | 1.4 | 2.5 | -5.8 | -4.5 | -5.1 | -0.5 | -1.6 | 3.6
O=c1c(N2CCOCC2)c(N2CCOCC2)c1=O | -1.7 | -5.6 | 2.2 | -10.4 | 4.2 | -0.1 | 4.9 | 0.7 | 2.4 | -1.0
O=C1CCN(Cc2ccc(Cl)cc2)N1 | 4.4 | -1.7 | 1.7 | 5.8 | 1.0 | 0.7 | 5.4 | 2.0 | 4.8 | -6.7
COc1ccc(C(=O)Oc2ccc(N(C)S(=O)(=O)c3ccccc3)cc2)cc1[N+](=O)[O-] | 1.0 | -12.8 | 0.2 | -12.8 | -18.2 | 10.2 | -8.0 | 5.6 | 5.9 | -6.1
Cc1ccc(C)c(Cn2c(=O)n(CCC(=O)NCc3ccco3)c(=O)c3ccccc32)c1 | -5.8 | 7.6 | 0.7 | -1.8 | 1.2 | -2.5 | -7.6 | -0.6 | -1.0 | -18.4
COc1cc(/C=C2\NC(=S)N(C)C2=O)ccc1O | -0.4 | -1.0 | -5.8 | 0.9 | -4.3 | -10.8 | -6.5 | -6.8 | -13.3 | 0.1
CCC[C@H]1[C@@H](OC(=O)Oc2ccc([N+](=O)[O-])cc2)CC[C@@]23CCCN2C(=O)CCC[C@@H]13 | -13.8 | / | -1.0 | 1.1 | / | / | -6.8 | -1.5 | 3.8 | -0.6
O=C1[C@@H]2[C@@H]3C[C@@H]([C@H]4ON=C(c5ccc(Cl)cc5)[C@@H]34)[C@@H]2C(=O)N1C1CCCCC1 | 3.8 | 1.5 | 0.7 | -1.3 | -5.3 | -0.4 | 2.1 | -4.3 | -1.1 | 12.1

Screens (PubChem)
